NR2E3 ag-1 – agonists of human NR2E3 nuclear receptor | Q9Y5X4 | CHO-S Gal4-NCOR/VP16-NR2E3 two-hybrid, luciferase | inhibition of corepressor binding, % at 3.98 µM | actives 0.35% (n = 360,000) | AID 602229;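 active = inhibition above the mean of all tested compounds plus 3 SD, cut at about 70% in these data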;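 also: 0% = DMSO with NR2E3 transfected cells and 100% = cells lacking NR2E3 construct; higher means lower luciferase signal from less NR2E3 corepressor binding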
Target sequence (Q9Y5X4 whole entry, looked up, the tested form may be a part): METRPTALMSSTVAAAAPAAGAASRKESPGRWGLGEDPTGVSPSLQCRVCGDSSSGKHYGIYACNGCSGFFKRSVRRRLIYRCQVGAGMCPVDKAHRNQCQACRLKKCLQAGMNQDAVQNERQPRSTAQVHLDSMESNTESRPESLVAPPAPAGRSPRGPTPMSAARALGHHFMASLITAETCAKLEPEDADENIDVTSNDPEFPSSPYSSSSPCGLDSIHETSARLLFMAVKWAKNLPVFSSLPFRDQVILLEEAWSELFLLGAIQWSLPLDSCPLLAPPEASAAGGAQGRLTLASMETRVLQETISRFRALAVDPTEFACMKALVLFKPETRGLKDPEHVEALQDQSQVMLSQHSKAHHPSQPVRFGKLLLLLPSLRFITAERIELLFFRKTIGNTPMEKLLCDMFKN
Shn3 inh set2 – reduces Shn3 3'UTR luciferase signal in osteoblasts; Clone20 osteoblast Shn3 3'UTR firefly luciferase, 24 h; inhibition, % at 12.5 µM; actives 0.52% (n = 360,000); AID 588674;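 active = mean inhibition of at least 75% with every replicate also reaching 75%; inconclusive = mean inhibition at least 75% but some replicate below; inactive = mean inhibition below 75%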;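 also: 0% = median of neutral control wells and 100% = pilot-screen positive control compound; some compounds past the cut are filed as inactive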
Peg3 prom inh – inhibitors of Peg3 promoter; HeLa PEG-Prom luciferase reporter, luminescence, overnight; inhibition, % at 20 µM; actives 1.7% (n = 360,000);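 active = inhibition of at least 50% at 20 µM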
HIF-2a block – HIF-2a inhibition. 786-0 RCC cells HIF-2a reporter, luciferase luminescence, overnight. actives 0.72% (n = 360,000). inhibition, % at 18.8 µM. AID 624352;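 active = inhibition of the luminescence signal of 40% or more relative to plate controls, in a single-dose primary screen at 18.75 µM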
CF NFkB block – cystic fibrosis NF-kB activation inhibition; inhibition, % at 5 µM; actives 0.86% (n = 360,000); KKLEB NF-kB-GFP reporter, PAF-induced, GFP fluorescence overnight;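 active = at least 50% inhibition at 5 µM, scaled per plate between neutral and stimulator controls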;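 also: PAF is a Pseudomonas aeruginosa culture filtrate used as stimulus; plate controls were PAF-stimulated DMSO wells for no effect and unstimulated DMSO wells for full effect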
MITF TRPM1 inh – inhibitors of MITF-driven TRPM1 promoter in melanoma cells | SK-MEL-5 TRPM1 promoter luciferase, 24 h | inhibition, % at 12.5 µM | actives 0.83% (n = 330,000) | AID 488899;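 active = mean inhibition across replicates of 60% or more, whatever share of single replicates reaches that level; inconclusive = some that reach 60%, reason not given; inactive = mean inhibition across replicates below 60%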; also: values of inactives mirror those of a sister screen read the other way
KKLEB cytotox – CF airway cell cytotoxicity counter-screen. activity change (cytotoxicity), % at 5 µM. actives 0.36% (n = 360,000). AID 602141. KKLEB CF airway cells viability, ATPlite luminescence, overnight; stronger effect = lower value; cells stimulated with P. aeruginosa culture filtrate;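 active = corrected activity change at or below -50% at 5 µM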
NR2E3 ag-2 – activates human photoreceptor nuclear receptor NR2E3; Q9Y5X4; GST-NR2E3/biotin-RetCOR TR-FRET, 1536-well; inhibition of corepressor binding, % at 4.78 µM; actives 0.12% (n = 320,000); AID 2300;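 active = percent inhibition above the cutoff of mean plus 3 SD of all tested compounds, set per screening campaign, cut at about 20% in these data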;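 also: 0% = DMSO wells and 100% = biotin wells as full block of FRET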
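Material: NR2E3–RetCOR corepressor complex / Amount: 1.35 nM GST-NR2E3 / Medium: Tris pH 7.5 / Compound: single nominal compound dose of 4.8 µM / Incubation: 5 h at 4 °C / Technique: TR-FRET, Eu(K)-anti-GST donor, streptavidin-D2 acceptor, ex 340, em 617/671 nm / Read-out basis: percent loss of FRET ratio relative to control wells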
TWEAK-Fn14 inh – inhibitors of TWEAK-Fn14 interaction signaling. TWEAK-stimulated Fn14 reporter cells, luciferase luminescence, 8 h. inhibition, % at 10 µM. actives 2% (n = 360,000). AID 1159606; in the data active = inhibition above about 50%
TROY NFkB inh – blocks TROY-dependent signaling in reporter cells | actives 0.98% (n = 360,000) | inhibition, % at 10 µM | Q293 LMP1-TROYcd NF-kB luciferase reporter, 4 h;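 active = compounds whose plate-normalised and pattern-corrected inhibition of the luciferase reporter signal at the single screening dose is 50% or more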
C8 TRAIL sens – sensitizes caspase-8 expressing cells to TRAIL | NB7+C8 cells + TRAIL, ATPlite viability luminescence | inhibition (viability loss, TRAIL sensitization), % at 10 µM | actives 1% (n = 360,000);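 active = compounds causing at least 50% loss of cell viability in the single-dose screen, relative to plate controls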
An asterisk follows results filed as active; ? = inconclusive; / = no result given.

Sequence of screens: NR2E3 ag-1	Shn3 inh set2	Peg3 prom inh	HIF-2a block	CF NFkB block	MITF TRPM1 inh	KKLEB cytotox	NR2E3 ag-2	TWEAK-Fn14 inh	TROY NFkB inh	C8 TRAIL sens
#1 Cc1c(CCO)c(=O)[nH]n1S(=O)(=O)c1ccc([N+](=O)[O-])cc1
    -20	2	-18	-9	-6	17	2	1	-5	0	3
#2 CCOC(=O)c1c(C)nsc1NC(=O)c1ccco1
    -11	3	2	7	3	-17	-2	/	-10	3	8
#3 S=c1sc2ccccc2n1CCc1ccncc1
    -34	-17	3	13	32	5	-15	-2	29	7	5
#4 COc1ccc(N(CC(=O)NC2CCCCCC2)S(=O)(=O)c2ccccc2)cc1Cl
    7	9	6	19	-4	-3	1	0	-17	7	-4
#5 CC1CCCCC1NC(=O)/C(C#N)=C/c1ccc(F)c(F)c1 (stereo unspecified)
    1	13	-4	7	1	-9	2	-3	-5	3	-1
#6 COc1ccc(C2=Nn3c(nnc3-c3cc(C)[nH]n3)SC2)cc1
    -10	5	10	12	-5	0	-7	-1	-11	-4	-8
#7 Cc1cccc(NS(=O)(=O)c2ccc(C3CCCCC3)cc2)c1
    70*	?	25	25	11	10	1	3	36	30	24
#8 Cc1c(C(=O)N2CCCCC2)c(S(=O)(=O)NCCc2ccccc2)c(C)n1C
    -20	1	-13	12	7	8	-5	3	0	-23	0
#9 CC1=C(Sc2ccccn2)C(=O)NC(C)(C)C1
    6	5	6	15	0	3	3	1	-21	4	10
#10 CCCCCCCCN1C(=O)[C@H](CC(=O)NCCC(C)C)C[C@@]2(C(=O)OCC)CCCC=C12
    0	/	/	3	/	/	/	/	31	-4	-1
#11 Cc1ccc(C(=O)COC(=O)CCN2C(=O)C3C4CCC(C4)C3C2=O)cc1[N+](=O)[O-] (stereo unspecified)
    -33	-23	18	-1	6	2	-8	0	1	15	-22
#12 O=CNCC(=O)NC1CCCCCC1
    8	-20	-1	5	-15	1	4	2	-9	8	-1
#13 CN(Cc1nc(-c2cccs2)no1)CC(O)c1ccccc1 (stereo unspecified)
    -45	-20	-62	-118	12	-11	-6	4	4	-32	2
#14 O=C1c2ccccc2C(=O)N1CCCCn1c(=O)oc2ccccc21
    -33	-1	4	-5	0	-5	-2	1	-12	-19	13
#15 COC(=O)CCN(C1CCCCC1)S(=O)(=O)c1ccc(S(=O)(=O)N2CCCCC2)cc1
    -3	15	21	6	-11	-6	6	-2	6	-2	7
#16 COc1cccc(CC(C(=O)Nc2cc(C)ccc2C)c2nn[nH]n2)c1OC (stereo unspecified)
    17	-4	13	20	7	-4	-7	0	32	0	-1
#17 Cc1noc(C)c1NC(=O)N1CCN(Cc2ccccc2)CC1
    -10	-9	9	19	11	9	-2	-1	-2	-9	7
#18 COc1ccc2c(c1)/C(=C/c1cc(OC)c(OC)c(OC)c1)C(=O)N2
    -6	-3	20	10	30	27	-14	/	57*	27	-2
#19 CC(NC(=O)c1ccc(NC(=O)CC2SC(N3CCCC3)=NC2=O)cc1)c1ccc(S(N)(=O)=O)cc1 (stereo unspecified)
    7	-20	8	6	11	-1	-1	1	11	1	0
#20 Cc1nc2ccccc2n2c(O)c(CC(=O)O)cc12
    -1	1	26	11	-3	7	1	-10	-13	2	-22
#21 O=S(=O)(c1ccc(Cl)cc1)N1CCC(N2CCOCC2)CC1
    -9	-2	13	8	-2	2	1	-2	6	-2	-23
#22 O=c1ccc2c(-c3ccccc3)c3ccc(O)cc3oc-2c1
    -14	1	7	16	-59	2	11	-2	19	7	-15
#23 CCn1c(SCCOc2ccc(OC)cc2)nnc1C(CO)NC(=O)c1ccc(OC)cc1 (stereo unspecified)
    14	-1	7	-3	10	-2	2	1	12	9	-3
#24 Cc1ccc(N(C(=O)c2nsc(Cl)c2Cl)C(C(=O)NC2CCCC2)c2ccc(O)cc2)cc1C (stereo unspecified)
    -14	5	-56	-97	27	-7	-23	0	9	-3	17
#25 COCCn1c(SCC(=O)N2CCCC2=O)nc2sc(C)c(C)c2c1=O
    1	-10	8	9	0	1	-4	2	-1	5	-28
#26 CNC(=O)[C@@]1(Cc2ccccc2)C=C[C@@H](C)N1C(=O)OC
    -21	-16	5	-3	-23	-12	1	-1	-14	10	11
#27 COc1ccc(NC(=O)Nc2nnc([C@@H]3C[C@H](O)[C@@H](CO)O3)s2)cc1
    17	-8	-11	13	-30	/	3	/	-14	-2	3
#28 COc1ccc2c(c1)nc(NCCO)n2C
    -15	-8	-9	3	-10	-2	1	-5	22	18	-2
#29 Cn1c(=O)c2cc(S(=O)(=O)NC(C(=O)N3CCCCCC3)c3ccccc3)ccc2n(C)c1=O (stereo unspecified)
    4	9	17	9	-8	4	-2	1	-44	4	8
#30 O=C(/C=C\c1cn(-c2ccccc2)nc1-c1cccs1)N1CCOCC1
    -17	-8	-132	-125	-16	-16	2	3	98*	-48	19
#31 COc1ccc(-n2nc([N+](=O)[O-])c(=NCCc3ccc(C)cc3)n2O)cc1
    -26	-2	1	-30	0	-19	8	4	-16	-6	1
#32 Cn1cc(SCC(=O)N2CCN(c3ccccc3)CC2)c2ccccc21
    -4	2	-7	-4	-19	3	-1	6	4	-10	-13
#33 O=C1NC(c2cccc3ccccc23)Nc2ccc(Cl)cc21 (stereo unspecified)
    26	26	-13	2	52*	42	-26	/	49	34	-11
#34 O=C(Nc1ccc(Cl)cc1)c1ccc(CN2CCc3ccccc3C2)cc1
    -101	-10	-205	-199	-1	-5	11	-1	20	-29	29
#35 N#CC[n+]1cc(-c2ccc(Cl)cc2)n2c1CCC2
    -12	-3	3	0	5	-6	3	3	10	24	-3
#36 CCCCNC(=O)OC1CCS(=O)(=O)C1 (stereo unspecified)
    -5	-8	12	10	-10	0	7	-3	-13	0	-12
#37 CCN(CC)S(=O)(=O)c1cc(C(=O)OCC(=O)Nc2cccc(S(=O)(=O)N(C)C)c2)ccc1F
    1	-4	-1	11	9	5	9	22*	-6	28	0
#38 Cc1cccc(NS(=O)(=O)c2cccc(C(=O)NCCCN3CCOCC3)c2)c1
    6	-2	-2	3	25	6	0	-3	3	0	3
#39 CCOc1cccc(C2C(C(=O)c3ccc(C)o3)=C(O)C(=O)N2c2nnc(C)s2)c1 (stereo unspecified)
    -11	-24	8	5	-11	-22	6	/	2	-5	3
#40 CCc1ccc(C2CC(c3ccccc3C)n3nc(N)nc3N2)cc1 (stereo unspecified)
    -6	3	1	13	3	-4	-10	2	-2	10	-1
#41 CN(Cc1ccccc1)C(=O)COc1cccnc1[N+](=O)[O-]
    -4	0	2	16	10	-4	-8	-1	10	-18	1
#42 COc1cc(-c2nc3ccccn3c2/N=C/c2ccccc2)ccc1O
    -11	-6	-20	-66	-17	-28	18	-10	11	-15	-20
#43 COc1ccc(OC)c(NC(=O)CCN2CCCCC2)c1
    -10	-10	14	11	-2	6	6	-3	-15	10	19
#44 COc1cccc(NC(=O)COC(=O)c2ccc(S(=O)(=O)NCc3ccco3)cc2)c1
    8	8	-5	-23	5	-3	1	-3	9	-5	-2
#45 O=S(=O)(c1cccc(F)c1)N1CCN(Cc2cc3c(cc2Br)OCCO3)CC1
    -3	17	22	-4	10	3	-1	2	-2	13	-2
#46 COc1ccc(-c2csc(C(C)(O)c3ccc(F)c(F)c3)n2)cc1 (stereo unspecified)
    -1	18	-7	-7	-16	/	-1	/	-2	4	5
#47 CO/N=C/c1cccn1-c1nccc(N(C)C)c1C#N
    -17	8	-9	16	-18	-1	7	-4	-11	-6	28
#48 Cc1nn(C(C)C(=O)NCc2ccco2)c(C)c1[N+](=O)[O-] (stereo unspecified)
    -30	5	15	14	16	3	-6	1	-12	7	3
#49 COc1ccc(-c2nnc(SCC(=O)c3ccc(O)cc3O)o2)cc1
    -21	-29	-62	-18	2	-21	0	2	-18	-45	-2
#50 CN(Cc1ccn[nH]1)C(=O)C1CCC(=O)N(Cc2cccc(C(F)(F)F)c2)C1 (stereo unspecified)
    20	-5	2	3	-3	1	-2	-5	0	-32	7

(listing goes on)
Sequence of screens: NR2E3 ag-1	Shn3 inh set2	Peg3 prom inh	HIF-2a block	CF NFkB block	MITF TRPM1 inh	KKLEB cytotox	NR2E3 ag-2	TWEAK-Fn14 inh	TROY NFkB inh	C8 TRAIL sens
#51 COc1ccc(Cn2cc(CN3CC(N4CCN(CCO)CC4)CS3(=O)=O)nn2)cc1 (stereo unspecified)
    -7	/	/	22	/	/	/	/	12	1	-2
#52 O=C(CN1CCN(CCN2C(=O)c3cccc4cccc(c34)C2=O)CC1)c1ccc(F)cc1
    -12	31	16	-11	2	8	8	6	-33	-27	-6
#53 COc1cccc(N(CC(=O)Nc2cccc(N(C)S(C)(=O)=O)c2)S(C)(=O)=O)c1
    8	8	12	15	-4	-5	5	2	15	-10	8
#54 CC(C)(C)c1ccc(OCCCC(=O)NC2=NCCS2)cc1
    -52	-1	-34	-56	7	-2	-2	1	2	-31	9
#55 Cc1cc(NC(=O)C(C)SCC(=O)N(C)Cc2ccccc2F)no1 (stereo unspecified)
    12	-6	71*	14	4	5	-3	3	2	-11	-28
#56 c1ccc(C2CC3CC(c4ccccc4)N2O3)cc1 (stereo unspecified)
    -21	16	-4	-12	12	3	-11	1	-34	-8	-10
#57 CC(Sc1ccc2c(c1)OCCO2)C(=O)Nc1ncc(Cl)cc1Cl (stereo unspecified)
    7	1	-6	-6	17	-16	-4	-2	12	-3	-17
#58 COc1ccc(CCNC(=O)c2nnc(Cc3ccc(Cl)cc3)o2)cc1OC
    9	12	22	10	-8	8	2	1	-36	1	5
#59 CCc1nn(C(C)C(=O)Nc2cccc(C)c2C)c(=O)c2cc3occc3n12 (stereo unspecified)
    -23	0	18	7	-4	-5	1	1	18	-12	-1
#60 O=C1c2ccccc2S(=O)(=O)N1CC(O)COc1ccc(Cl)cc1 (stereo unspecified)
    -12	-9	-9	-17	5	-4	-14	1	-7	-28	2
#61 COc1ccc(CCNS(=O)(=O)c2ccc(Cl)s2)cc1OC
    -10	6	6	14	7	1	3	0	-2	1	-14
#62 O=C(NCCCN1CCc2ccccc2C1)C1CCN(c2nnc(-n3cccc3)s2)CC1
    -7	-17	-1	6	6	5	1	2	8	8	-7
#63 CN(C)C(=O)CSc1nc(-c2ccccc2)c(-c2ccccc2)o1
    10	-1	21	29	-2	-2	9	7	-9	-33	-3
#64 Cc1ccc(OCC(=O)Nc2nnc(S(=O)(=O)N3CCCCCC3)s2)cc1
    -9	-4	14	11	11	/	-3	4	-5	-14	-2
#65 O=C(O)CCNC(=O)/C(=C/c1ccco1)NC(=O)c1ccco1
    -22	25	5	16	12	5	2	3	5	3	-5
#66 Cc1ccc(C)c(N(CC(=O)NCCc2ccccc2)C(=O)CCC(=O)Nc2ccccn2)c1
    -22	16	-4	12	-6	-4	9	-2	-9	-8	-16

Assay outcomes (PubChem)

A portion of the library; the hit share may differ from the screen's.
